CD11b adhes inh: inhibitors of CD11b/CD18 adhesion to fibrinogen, primary screen, K562 cells, luminescence; Integrin beta-2 (Homo sapiens) + Integrin alpha-M (Homo sapiens), P05107+P11215; ATPlite luminescence; Mn2+ added to activate the integrin; inhibition, % at 10 µM; 0.54% of 93,000 active;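 active means primary inhibition of 50% or more at 10 µM, then 40% or more on retest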; further: some results filed as inactive read as strong as hits
Target sequence (P05107 whole entry, looked up, other chains not shown): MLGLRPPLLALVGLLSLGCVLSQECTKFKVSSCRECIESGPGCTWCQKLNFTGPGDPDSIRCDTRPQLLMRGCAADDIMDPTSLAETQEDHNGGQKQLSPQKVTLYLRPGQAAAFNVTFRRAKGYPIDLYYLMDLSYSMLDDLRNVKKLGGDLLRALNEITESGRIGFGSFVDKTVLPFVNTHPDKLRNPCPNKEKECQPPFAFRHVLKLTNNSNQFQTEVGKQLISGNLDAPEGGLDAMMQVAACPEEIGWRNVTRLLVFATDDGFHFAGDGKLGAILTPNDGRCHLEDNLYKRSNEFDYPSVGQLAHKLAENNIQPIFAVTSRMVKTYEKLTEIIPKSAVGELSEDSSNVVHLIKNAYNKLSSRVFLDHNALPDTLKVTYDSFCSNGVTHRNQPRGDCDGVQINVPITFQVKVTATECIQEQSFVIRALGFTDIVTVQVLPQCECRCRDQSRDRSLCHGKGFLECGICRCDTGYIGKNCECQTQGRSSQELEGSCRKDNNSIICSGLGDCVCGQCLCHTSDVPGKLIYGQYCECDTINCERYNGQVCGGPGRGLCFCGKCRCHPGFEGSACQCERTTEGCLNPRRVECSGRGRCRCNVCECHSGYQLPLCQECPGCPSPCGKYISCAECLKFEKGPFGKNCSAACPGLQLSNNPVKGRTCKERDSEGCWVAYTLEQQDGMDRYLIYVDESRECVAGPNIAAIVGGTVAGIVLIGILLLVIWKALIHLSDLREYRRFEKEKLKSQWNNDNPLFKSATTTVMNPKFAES
An asterisk follows results filed as active. The list is partial, so the mix of outcomes need not match the whole.

smiles	CD11b adhes inh
O=C(Nc1ccccn1)C(F)(F)C(F)(F)C(F)(F)C(F)(F)C(=O)Nc1ccccn1	-32
CN(C)CCCN(C(=O)CCc1ccccc1)c1nc2ccc(F)cc2s1	8
CCCCC(=O)Nc1ccc(C(=O)NNC(=S)NC(=O)c2cccs2)cc1	-13
COc1cccc(/C=C2\SC(=O)N(CCC(=O)NNC(=O)c3cccc(Cl)c3)C2=O)c1	11
COC(=O)c1ccc(NC(=O)C(=O)N2CCN(C(=S)NCCc3ccccc3)CC2)cc1	-14
CCOc1ccccc1NC(=O)COC(=O)C(CC(C)C)N1C(=O)C2CC=CCC2C1=O (centres undefined)	-2
CCOC(=O)c1c(C(F)(F)F)cc(-c2ccc(F)cc2)nc1C	-9
COc1ccc(C(=O)CN(Cc2ccccc2)C2=NCCS2)cc1	-5
COc1ccc(OC)c(NC(=O)c2cccnc2Sc2cc(C)ccc2C)c1	7
CC(C)C(=O)Nc1cc(S(=O)(=O)Nc2cccc(Cl)c2)ccc1Cl	-23
Cc1ccnc(SCC(=O)c2cccc([N+](=O)[O-])c2)n1	-21
OCCNCc1ccc(-c2ccccc2)cc1	-5
O=C1NC(c2ccc(-c3ccccc3[N+](=O)[O-])o2)C(C(=O)c2ccc(F)cc2)C(O)(C(F)(F)F)N1 (centres undefined)	12
Cc1cccc(OCCC(=O)Nc2ccc(C)c(S(=O)(=O)N3CCCCC3)c2)c1	1
CCCCC(=O)Nc1cccc(NC(=S)NC(=O)C(C)C)c1	-6
CCn1c(=O)c(C(=O)NNS(=O)(=O)c2ccc(C)cc2)c(O)c2ccccc21	33
COc1ccccc1/C=C/C=N/NC(=O)CCn1nnc2ccccc21	-7
O=C(C1CCCN(S(=O)(=O)c2ccccc2[N+](=O)[O-])C1)N1CCN(c2ccccc2)CC1 (centres undefined)	18
CCS(=O)(=O)c1nc(S(=O)(=O)c2ccc(Cl)cc2)c(NCc2ccco2)s1	4
CN(C)c1ccc(NC(=O)/C=C/c2c(Cl)cccc2Cl)cc1	1
CCCCNC(=S)N(C)/N=C/c1ccc2c(c1)OCO2	27
O=C(/C=C/c1ccco1)NC(=S)Nc1cc(-c2nc3ccccc3s2)ccc1Cl	15
COc1ccc(C)cc1NC(=O)COC(=O)Cc1ccc(-c2ccccc2)cc1	16
O=C(Cc1ccccc1)NCC(=O)OCC(=O)c1ccc(Cl)c([N+](=O)[O-])c1	-2
Cc1nc(Nc2ccccc2)sc1-c1ccccc1	58
CN(C)S(=O)(=O)c1cccc(NC(=O)CCNC(=O)c2ccccc2Cl)c1	17
O=C(Cc1c(Cl)cccc1Cl)OCC(=O)N1CCc2ccccc2C1	-2
CCOc1cc(CNCCc2ccccc2)ccc1OCC(=O)NC(C)(C)C	4
CCCc1ccc(-c2cc(NC(=O)CSc3nnc(N)s3)n(-c3ccccc3)n2)cc1	47
O=C(COC(=O)Cn1cnc2ccccc2c1=O)Nc1ccc(Cl)cc1	-7
COCCNC(=S)N/N=C/c1ccc(OCc2ccc(C(=O)OC)cc2)cc1	12
CN(Cc1ccccc1)c1nc(N)c([N+](=O)[O-])c(NCc2ccccc2)n1	29
Cc1occc1C(=O)N=Nc1c(O)[nH]c2ccc(Br)cc12	-24
Cc1ccc(-c2csc(NC(=O)c3ccc4c(=O)n5c(nc4c3)CCCCC5)n2)cc1	30
COc1ccc(C2c3c(ccc4ccccc34)Oc3ncn4nc(-c5ccco5)nc4c32)cc1 (centres undefined)	7
Cc1ccccc1OCC(=O)N/N=C/c1cccc(Oc2ccc([N+](=O)[O-])cc2[N+](=O)[O-])c1	21
N#CC1=C(N)Nc2ncnn2C1c1ccc(F)cc1 (centres undefined)	-6
CCOc1ncccc1C(=O)N(C)CC(=O)Nc1ccccc1SC	-14
CCC(CC)NC(=O)CON=C1c2ccccc2-c2ccccc21	0
CCOC(=O)c1oc2c(CN3CCN(C)CC3)c(O)ccc2c(=O)c1-c1ccc(Br)cc1	15

3 entries out of the list, ordered by count of non-hydrogen atoms, smallest number first:
smiles	CD11b adhes inh
Cc1occc1C(=O)N=Nc1c(O)[nH]c2ccc(Br)cc12	-24
COCCNC(=S)N/N=C/c1ccc(OCc2ccc(C(=O)OC)cc2)cc1	12
Cc1ccc(-c2csc(NC(=O)c3ccc4c(=O)n5c(nc4c3)CCCCC5)n2)cc1	30

(further entries)
smiles	CD11b adhes inh
COc1ccc(C2=NN(C(=O)CSc3nc4ccccc4s3)C(c3ccc(F)cc3)C2)cc1 (centres undefined)	11
Cc1ccc(Nc2nnc(-c3ccncc3)s2)c(Br)c1	3
O=C(/C=C/c1ccco1)Oc1cc(Br)cc(/C=N/NC(=O)c2ccccc2O)c1	94
S=C(Nc1cccc(Cl)c1)Nc1cccc2cnccc12	66
CCOC(=O)c1c(-c2ccccc2)csc1NC(=O)CSc1nncs1	38
Cc1cc(C)nc(Sc2nc(Nc3ccccc3)nc(Sc3nc(C)cc(C)n3)n2)n1	1
CC(=O)c1c(C)[nH]c(C(=O)OCC(=O)Nc2ccc(Cl)cc2[N+](=O)[O-])c1C	80
O=C(/C=C/c1cnc2ccccc2n1)NC12CC3CC(CC(C3)C1)C2	14
Cc1ccc(NC(=O)C(OC(=O)c2ccc(NC(N)=O)cc2)c2ccccc2)cc1Cl (centres undefined)	21
N#C/C(=C\c1cccs1)C(=O)NCc1cccnc1	-18
CN(C(=O)CCCN1C(=O)c2cccc3cccc(c23)C1=O)c1ccccc1	0
Cc1ccc(C(=O)NCC(=O)OC(C)C(=O)NCCC2=CCCCC2)cc1C (centres undefined)	10
COc1cccc2cc(C(N)=O)/c(=N/NC(=O)COc3ccc(Cl)cc3)oc12	-8
Cn1cc(C(=O)N/N=C/C=C/c2ccccc2)ccc1=O	2
CCc1ccc(Nc2ccc(S(=O)(=O)N3CCOCC3)cc2[N+](=O)[O-])cc1	20
O=C(CNC(=O)c1cccs1)NCCN1CCC(Cc2ccccc2)CC1	23
COc1cc(NC(=O)CN2C(=O)NC(C)(c3ccccc3)C2=O)c(C)cc1[N+](=O)[O-] (centres undefined)	-13
CC(=C/c1ccccc1)/C=N/NC(=O)c1cc(C)oc1C	4
Cc1ccc(NC(=O)/C=C/c2ccc3c(c2)OCO3)nc1	0
O=C(Oc1cc2oc(=O)c3c(c2cc1Cl)CCCC3)c1cccs1	53*
O=C(Cc1ccc([N+](=O)[O-])cc1)Nc1cccc(C(F)(F)F)c1	-7
O=[N+]([O-])c1ccc(/C=N/NC(=S)Nc2ccccc2F)o1	1
CC(=O)N1Cc2ccccc2C(C)CC12CCCC2 (centres undefined)	9
COC(=O)c1ccc(C(=O)OC)c(NC(=O)CN(C)Cc2ccc(Cl)c(Cl)c2)c1	-4
CCSc1ncnc2c1sc1nc3c(cc12)COC(C)(C)C3	15
Cc1sc2ncnc(Sc3nc4ccccc4s3)c2c1C	-6
OCC(CO)(CO)NCc1ccc(-c2ccccc2)cc1	4
O=C(N/N=C/c1ccc(Br)cc1)c1cc[n+](Cc2ccccc2)cc1	10
NC(CC(=O)O)c1ccc(F)cc1 (centres undefined)	-5
Cc1ccc(OCC(=O)N(Cc2ccccc2)C(C)(C)C)c([N+](=O)[O-])n1	-3

A different layout for some results above:
CD11b adhes inh,Molecule
-18,N#C/C(=C\c1cccs1)C(=O)NCc1cccnc1
0,CN(C(=O)CCCN1C(=O)c2cccc3cccc(c23)C1=O)c1ccccc1
10,Cc1ccc(C(=O)NCC(=O)OC(C)C(=O)NCCC2=CCCCC2)cc1C (centres undefined)
-8,COc1cccc2cc(C(N)=O)/c(=N/NC(=O)COc3ccc(Cl)cc3)oc12
2,Cn1cc(C(=O)N/N=C/C=C/c2ccccc2)ccc1=O
20,CCc1ccc(Nc2ccc(S(=O)(=O)N3CCOCC3)cc2[N+](=O)[O-])cc1
23,O=C(CNC(=O)c1cccs1)NCCN1CCC(Cc2ccccc2)CC1
-13,COc1cc(NC(=O)CN2C(=O)NC(C)(c3ccccc3)C2=O)c(C)cc1[N+](=O)[O-] (centres undefined)
4,CC(=C/c1ccccc1)/C=N/NC(=O)c1cc(C)oc1C
0,Cc1ccc(NC(=O)/C=C/c2ccc3c(c2)OCO3)nc1
53*,O=C(Oc1cc2oc(=O)c3c(c2cc1Cl)CCCC3)c1cccs1
-7,O=C(Cc1ccc([N+](=O)[O-])cc1)Nc1cccc(C(F)(F)F)c1
1,O=[N+]([O-])c1ccc(/C=N/NC(=S)Nc2ccccc2F)o1
9,CC(=O)N1Cc2ccccc2C(C)CC12CCCC2 (centres undefined)
-4,COC(=O)c1ccc(C(=O)OC)c(NC(=O)CN(C)Cc2ccc(Cl)c(Cl)c2)c1
15,CCSc1ncnc2c1sc1nc3c(cc12)COC(C)(C)C3
-6,Cc1sc2ncnc(Sc3nc4ccccc4s3)c2c1C
4,OCC(CO)(CO)NCc1ccc(-c2ccccc2)cc1
10,O=C(N/N=C/c1ccc(Br)cc1)c1cc[n+](Cc2ccccc2)cc1
-5,NC(CC(=O)O)c1ccc(F)cc1 (centres undefined)
-3,Cc1ccc(OCC(=O)N(Cc2ccccc2)C(C)(C)C)c([N+](=O)[O-])n1

Later entries
smiles	CD11b adhes inh
CC(=O)c1cccc(NC(=S)NC2CC2)c1	17
O=C(NCC1CCCO1)C1CC1(c1ccccc1)c1ccccc1 (centres undefined)	10
CCCCN1C(=O)/C(=C(/C#N)C(N)=O)c2ccccc21	15
CCOc1ncccc1C(=O)N(C)CC(=O)Nc1ccc(F)cc1	7
COc1cc(NC(=O)COC(=O)CNC(=O)c2ccc(C)cc2)c(C)cc1[N+](=O)[O-]	8
C=CCOc1nc2c(c(=O)n(C)c(=O)n2C)n1Cc1ccc(Cl)cc1	0
COc1ccc(N(C)C(=O)c2cc3c(Cl)nc4ccccc4c3s2)cc1	14
Cc1ccccc1NC(=S)NC(C)CCc1ccccc1 (centres undefined)	-10
CCCCc1c(O)nc2ccccn2c1=O	-3
Cc1nc2ccccc2nc(C)c1=NOCc1ccc(C#N)cc1	10
COc1ccc(C)cc1N(C(=O)COc1cccc(F)c1)c1nc2ccccc2s1	-6
CC(=O)NCCC(=O)Nc1nc(-c2cccs2)c(-c2cccs2)s1	1
O=c1c2ccccc2nnn1CSc1nc2ccccc2[nH]1	-23
CCOC(=O)C1C(=O)C=C(c2ccc(C)cc2)CC1c1cccc([N+](=O)[O-])c1 (centres undefined)	14
O=C(CCN1C(=O)/C(=C\c2ccccc2)SC1=S)NNC(=O)c1cccnc1	1
COc1cc(CNC(=O)c2cccc(COc3ccc(Cl)cc3)c2)cc(OC)c1	55
N#CCCNC(=O)Cn1c(COc2ccc(Cl)cc2)nc2ccccc21	1
COc1ccc(OC)c(/C=N/NC(=O)CCN2CCN(C(c3ccccc3)c3ccccc3)CC2)c1	16
Cc1ccc(S(=O)(=O)N2CC=C(c3ccc(F)cc3)CC2)cc1	41
Cc1cc(OCCN2CCCCCC2)ccc1[N+](=O)[O-]	-30

Single entries from the entries so far.
Cc1ccc(S(=O)(=O)N2CC=C(c3ccc(F)cc3)CC2)cc1 – CD11b adhes inh = 41
CC(=O)NCCC(=O)Nc1nc(-c2cccs2)c(-c2cccs2)s1 – CD11b adhes inh = 1
O=c1c2ccccc2nnn1CSc1nc2ccccc2[nH]1 – CD11b adhes inh = -23

Other compounds:
smiles	CD11b adhes inh
Brc1ccc(-c2csc(NC3=NCCCCC3)n2)cc1	-7
C/C(N)=C(/C#N)C(=O)COC(=O)c1cc(-c2ccc(C)cc2)nc2ccccc12	26
COc1ccc(CCNC(=O)CSc2ccc(-c3ccccc3)nn2)cc1	-9
CCOC(=O)c1ccc(NC(=O)CN2C(=O)C(C)SC(C)C2=O)cc1 (centres undefined)	-19
O=C(N/N=C/c1ccc(OC(=O)c2ccc3c(c2)OCO3)cc1)c1cncc(Br)c1	18
Cc1ccc(Nc2nnc(SCC(=O)NCCN3C(=O)CSC3=O)s2)cc1	-11
CC(C)OP(=O)(OC(C)C)C(Nc1ccccc1)c1ccc2c(c1)OCO2 (centres undefined)	8
Cc1cccc(C)c1NC(=O)COc1ccc2c(C)c(Cc3ccccc3)c(=O)oc2c1	32
O=C(COC(=O)C1CCC(=O)N1)Nc1ccc(Cl)cc1Cl (centres undefined)	-5
C=C(C)CSc1cc(C)c(C#N)c2nc3ccccc3n12	104
COc1ccccc1OCc1ccc(C(=O)Nc2ccccc2F)cc1	-10
O=C(CCCN1C(=O)/C(=C/c2ccccc2Cl)SC1=S)NNC(=O)c1ccccc1Cl	18
COc1ccc([N+](=O)[O-])cc1NC(=O)CSCc1ccccc1C	-2
COc1ccc(/C=N/NC(=S)Nc2cccc(C(=O)O)c2)cc1OC	-8
O=C(Nc1nnc(CSCc2ccc(F)cc2)s1)c1cccc([N+](=O)[O-])c1	12
O=C(N/N=C/c1cccc([N+](=O)[O-])c1)c1cc(-c2ccc3c4c(cccc24)CC3)n[nH]1	26
COc1cc(OC)cc(C(=O)NNC(=O)c2ccccn2)c1	-30
COCCNc1nc2sc3c(c2c(=O)n1Cc1ccco1)CCCCC3	-31
COc1cccc(C2=Nc3cccc4cccc(c34)N2)c1	10
CCOC(=O)Cc1c(Sc2ccccc2)c2cc(C)ccc2n1C	3
Cc1ccc(C(=O)NCCCNc2ccc(C(F)(F)F)cc2[N+](=O)[O-])cc1	8
Cc1nc2c(cc1C(=O)N/N=C/c1ccc([N+](=O)[O-])cc1)c(=O)n(C)c(=O)n2C	-3
CCOC(=O)/C(C#N)=C/c1cn(CCC(=O)O)nc1-c1ccc(Cl)cc1	2
O=C(NC(=S)N1CCc2ccccc21)c1ccccc1	-2
COc1ccc(C)cc1NC(=S)N1CCN(c2ccccn2)CC1	13
Clc1ccc(-c2cn3c(n2)-c2ccccc2C3)cc1Cl	60
CCOC(=O)c1c(C)[nH]c(C)c1C(=O)CSc1nc2ccccc2[nH]1	-4
COc1ccccc1NS(=O)(=O)c1cccc(NC(=O)c2ccc3ccccc3n2)c1	72
Cc1ccc(C(=O)N/C(=C/c2ccco2)C(=O)O)cc1	-8

Screening results from PubChem.
